BAP1 block: human BAP1 deubiquitinase inhibition; Q92560; recombinant BAP1, Ub-AMC hydrolysis fluorescence kinetic; stronger effect = lower value; activity remaining (% of control), % at 20 µM; 72,000 compounds, 0.48% hits; AID 436;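 active = activity remaining at or below 50% of control, provided the compound also passes the data quality filters; inactive = the rest, including low values that fail the filters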;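 also: 100% = DMSO wells rate and 0% = substrate alone blank rate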
Target sequence (Q92560 whole entry, looked up): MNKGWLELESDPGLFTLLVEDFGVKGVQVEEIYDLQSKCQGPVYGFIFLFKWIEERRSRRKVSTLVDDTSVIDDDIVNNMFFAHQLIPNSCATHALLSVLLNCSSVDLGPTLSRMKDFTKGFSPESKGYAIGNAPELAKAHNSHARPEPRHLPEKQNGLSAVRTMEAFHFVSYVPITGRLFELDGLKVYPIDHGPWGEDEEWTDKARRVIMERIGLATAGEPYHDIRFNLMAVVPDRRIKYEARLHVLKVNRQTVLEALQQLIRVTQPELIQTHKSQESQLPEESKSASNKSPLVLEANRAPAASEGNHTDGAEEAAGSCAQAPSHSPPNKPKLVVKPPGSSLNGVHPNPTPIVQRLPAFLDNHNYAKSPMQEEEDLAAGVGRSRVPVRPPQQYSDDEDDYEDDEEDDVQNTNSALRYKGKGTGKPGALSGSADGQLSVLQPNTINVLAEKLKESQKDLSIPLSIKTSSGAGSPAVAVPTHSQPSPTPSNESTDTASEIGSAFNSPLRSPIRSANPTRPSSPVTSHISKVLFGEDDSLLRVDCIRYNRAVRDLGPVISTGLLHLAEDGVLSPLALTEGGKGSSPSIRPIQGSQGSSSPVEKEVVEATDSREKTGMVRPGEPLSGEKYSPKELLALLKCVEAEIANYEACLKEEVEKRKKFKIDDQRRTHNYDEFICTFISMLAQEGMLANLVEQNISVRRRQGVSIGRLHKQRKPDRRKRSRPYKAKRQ
HePTP inh: blocks human HePTP tyrosine phosphatase. recombinant HePTP phosphatase activity, OD absorbance. AID 521. 110,000 compounds, 0.64% hits. P35236. inhibition, % at 20 µM; in the data active = inhibition above about 50%; inconclusive = no clear call, values can overlap the other calls;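 also: plate controls were vehicle for no effect and reference inhibitor for full effect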
Target sequence (P35236 whole entry, looked up): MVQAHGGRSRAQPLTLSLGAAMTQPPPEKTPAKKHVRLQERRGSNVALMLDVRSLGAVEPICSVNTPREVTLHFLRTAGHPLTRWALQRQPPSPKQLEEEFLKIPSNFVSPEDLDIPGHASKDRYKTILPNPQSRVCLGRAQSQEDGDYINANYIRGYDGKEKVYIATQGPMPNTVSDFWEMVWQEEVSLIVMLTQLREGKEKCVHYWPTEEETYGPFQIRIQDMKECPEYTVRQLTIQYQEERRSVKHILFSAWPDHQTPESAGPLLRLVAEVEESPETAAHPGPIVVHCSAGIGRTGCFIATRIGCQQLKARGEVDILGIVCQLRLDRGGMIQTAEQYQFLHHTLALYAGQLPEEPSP
An asterisk follows results filed as active; ? = inconclusive; · = not tested or not shown; & = joins results of further samples.

SMILES	BAP1 block	HePTP inh
CCOc1ccc2nc(N3CCCN(C(=O)Nc4ccccc4C)CC3)c(C#N)cc2c1	73.7	3.4
NC(=O)c1cc2ccc(O)cc2oc1=NCc1ccccc1	114.5	6.6
COC(=O)C1CCN(S(C)(=O)=O)CC1	113.7	13.3
COCCNc1ncnc2c1cnn2-c1ccc(Cl)cc1	81.1	3.9
COc1ccc(CCNC(=O)c2cc3ccccn3n2)c(OC)c1OC	97.0	5.8
CC12CCC(C(=O)NCCCn3ccnc3)(OC1=O)C2(C)C (stereo not drawn)	100.2	3.4
O=C(Nc1ccc(O)cc1)c1ccc(Oc2ccc([N+](=O)[O-])cc2)cc1	·	-7.5
Cc1ccc(OCC(O)CN2CCN(CC(O)COC(C)C)CC2)c(C(C)(C)C)c1 (stereo not drawn)	76.2	-8.4
CC1CCCCN1C(=O)CN1C(=O)CN(C)C(=O)c2ccccc21 (stereo not drawn)	99.4	-0.5
OCCNCCOc1ccc(Br)cc1	·	6.0
O=C(COc1ccc(Cl)cc1Br)Nc1ccc2c(c1)OCO2	·	5.1
CC(C)c1ccc(N2C(=O)NC(=O)/C(=C/c3ccccc3O)C2=O)cc1	·	7.3
CCOc1cc(/C=N/Nc2nc(N3CCOCC3)nc(N3CCOCC3)n2)ccc1OC(=O)c1ccco1	·	-6.8
CSC1=N/C(=C\c2ccccc2F)C(=O)S1	95.7	-8.0
O=C(NCCNc1ccc(Cl)cc1[N+](=O)[O-])c1ccccc1Cl	·	3.2
CCOC(=O)CCC(C(=O)C(C)C)C(=O)C(C)(C)OC (stereo not drawn)	·	6.3
O=C(NCc1ccc(F)cc1)C1CCN(S(=O)(=O)N2CCC3(CC2)OCCO3)CC1	96.3	7.8
CCN1CCN(CCNC(=O)c2ccc(CS(=O)(=O)c3ccccc3C)o2)CC1	103.3	-0.3
Cc1cccc(C)c1NC(=O)c1ccc(I)cc1	·	-7.5
NC(C(=O)O)C(O)c1cccc([N+](=O)[O-])c1 (stereo not drawn)	67.4	·
COc1ccc2c(c1OC)C(=O)OC2Nc1cc(S(N)(=O)=O)ccc1O (stereo not drawn)	·	5.1
CCCS(=O)(=O)c1c(S(=O)(=O)CCC)c2cnccn2c1C(=O)c1ccc(F)cc1	103.2	0.8
CC(C)C(N)C(=O)N1CCOCCOCCOCC1 (stereo not drawn)	93.8	·
CCOC(=O)c1ccc(NC(=O)CN2CCN(CCN=CC3=C(O)CC(C)(C)CC3=O)CC2)cc1	60.9	3.1
O=C1C(=O)N(c2cccc(C(F)(F)F)c2)C(c2ccc([N+](=O)[O-])cc2)/C1=C(/O)c1ccccc1 (stereo not drawn)	·	-12.2
COc1cccc(/C=C2/SC(=O)N(c3ccccc3)C2=O)c1O	·	-0.3
CCc1ccc(N2CC(C(=O)Nc3cc(C)cc(C)c3)CC2=O)cc1 (stereo not drawn)	·	3.5
Cc1nc2sc(C)c(C)c2c(=O)[nH]1	103.6	3.1
COc1nccnc1NS(=O)(=O)c1ccc(NC(=S)NC(=O)c2ccc(F)c(F)c2)cc1	·	5.4
O=C1NC(=O)/C(=C\c2ccc(Oc3ccc(C(F)(F)F)cc3[N+](=O)[O-])c(Cl)c2)S1	·	-6.5

A few values from the list.
HePTP inh, O=C(Nc1ccc(O)cc1)c1ccc(Oc2ccc([N+](=O)[O-])cc2)cc1 = -7.5
HePTP inh, COc1cccc(/C=C2/SC(=O)N(c3ccccc3)C2=O)c1O = -0.3
BAP1 block, CSC1=N/C(=C\c2ccccc2F)C(=O)S1 = 95.7
BAP1 block, CCCS(=O)(=O)c1c(S(=O)(=O)CCC)c2cnccn2c1C(=O)c1ccc(F)cc1 = 103.2
BAP1 block, CCOC(=O)c1ccc(NC(=O)CN2CCN(CCN=CC3=C(O)CC(C)(C)CC3=O)CC2)cc1 = 60.9
HePTP inh, O=C(COc1ccc(Cl)cc1Br)Nc1ccc2c(c1)OCO2 = 5.1

Next section.
SMILES	BAP1 block	HePTP inh
CCSc1ccccc1C(=O)N1CCN(Cc2ccc3c(c2)OCO3)CC1	122.6	7.5
O=c1cc(-c2ccccc2)[nH]c2ccccc12	82.6	3.0
COc1ccc2c(c1)C(NC(=O)C(F)(F)F)CC2=O (stereo not drawn)	·	-5.5
CCOC(=O)c1c(C)oc2cc(S(=O)(=O)O)c(O)cc12	·	1.9
O=C(CSc1nc2ccc(N3C(=O)c4ccccc4C3=O)cc2s1)Nc1cccc([N+](=O)[O-])c1	·	79.6*
COc1ccc(-c2nc(=S)c3c(n2CCN2CCOCC2)CC(C)(C)OC3)cc1	84.8	12.8
CCC1=Nc2ccccc2NC2=C1C(=O)CCC2	100.3	-0.5
O=C(NCC1CCCO1)C1CCC(CNS(=O)(=O)c2ccccc2)CC1 (stereo not drawn)	97.9	9.3
O=C(Nc1cccnc1)N1CCOCC1	·	8.8
COc1ccc(/C=C2/C(=O)NC(=O)N(c3ccc(C(C)C)cc3)C2=O)c(OC)c1	·	5.2
COc1cc(C2=NOC(C(=O)N3CCCCCC3)C2)cc(OC)c1OC (stereo not drawn)	108.6	10.2
c1ccc(COc2nsnc2N2CCOCC2)cc1	96.6	-2.2
COc1cccc(Cn2nnc(C(=O)Nc3ccc(C)cc3)c2N)c1	80.7	1.6
COC(=O)c1oc2ccc(Br)cc2c1NC(=O)CCCN1C(=O)c2ccccc2C1=O	66.4	4.1
Cc1cccc2cc(CN(CCN3CCOCC3)C(=O)Nc3ccccc3F)c(=O)[nH]c12	96.2	-9.3
CC1(C)C2CCC1(C)C(OC(=O)CC(=O)O)C2 (stereo not drawn)	64.8	5.6
CCOC(=O)c1c(NC(=O)c2cccs2)sc(C(=O)Nc2cc(C(F)(F)F)ccc2Cl)c1C	·	7.3
COC(=O)C1Cc2c([nH]c3ccccc23)CN1 (stereo not drawn)	102.5	-0.8
CC1(C)Nc2ccccc2N(CC(=O)N2CCCCC2)C1=O	96.4	-11.1
O=Nc1c(O)c2ccccc2c2ccc([N+](=O)[O-])cc12	·	11.8
CCN(CC)c1ccc(C(=O)Nc2ccc(Cl)c(Cl)c2)cc1	·	5.2
O=c1c2cc3c(cc2[nH]c(=S)n1Cc1ccco1)OCO3	92.0	1.0
COc1ccc(N2C(=O)CC(N3CCC(C(N)=O)CC3)C2=O)cc1 (stereo not drawn)	103.6	11.7
COc1ccccc1-n1cnc2cc(NCc3ccco3)ccc21	107.0	-2.5
Cc1ccn2c(C(=O)N/N=C\c3ccccc3[N+](=O)[O-])c(C)nc2c1	·	-6.2
O=C(CCCN1C(=O)/C(=C/c2cccc(Br)c2)SC1=S)NCCCN1CCOCC1	·	-3.9
COc1ccccc1/C=C1/SC(=S)N(CNc2ccc(C)c(Cl)c2)C1=O	·	6.9
COc1ccc(CNc2ccc(C(=O)O)cc2)cc1	94.9	-5.5
COc1ccc(C2CC(c3cccs3)=NN2c2ccc(F)cc2)cc1OC (stereo not drawn)	·	-11.7
O=C(NCCN1CCN(C(=O)c2cccs2)CC1)c1cccs1	94.2	15.7
Cc1ccc(C(=O)Nc2ccc(S(=O)(=O)N3CCCCC3)cc2)cc1	·	9.6
Cc1cccc(N2C(=O)/C(=C/c3ccc(F)cc3)SC2=S)c1C	·	7.6
COc1ccc(C(=O)Nc2c(F)c(F)c(F)c(F)c2F)c(OC)c1	86.2	3.9
CC(=O)c1cccc(NC(=O)COc2ccc(C(C)(C)C)cc2)c1	·	-6.8
Cc1ccccc1-c1cc(C(=O)N2CCOCC2)c2ccccc2n1	·	10.3
CCCc1ccc(-c2nc(Cc3ccccc3OC)no2)cc1	·	-4.8
Cc1ccc2cc(C)c3nnc(SCC(=O)NCc4ccco4)n3c2c1	87.9	-8.5
Cc1nc2cc(-c3cccc(F)c3)[nH]n2c(=O)c1Cl	·	6.7
COc1ccccc1C/C(N)=N/OC(=O)COc1ccc2ccccc2c1	·	10.8
O=C1Nc2ccc(S(=O)(=O)N3CCCC3)c3ccc(S(=O)(=O)N4CCCC4)c1c23	·	-1.0
O=C(N/C(=C/c1cccc([N+](=O)[O-])c1)C(=O)N1CCCCC1)c1ccco1	·	0.2
CCc1c(C)sc(NC(=O)c2ccncc2)c1C(=O)OC	·	10.1
CCN(O)C(C)(C)/C(=N/O)c1ccccc1	·	-5.9
COCCNC(=O)CS(=O)(=O)Cc1nc(-c2ccc(C)cc2)oc1C	96.1	-1.0
CSC1=NCCN1C(=O)COc1ccc2ccccc2c1	103.6	6.2
COc1ccc(C2C=C(Nc3ccc(C)cc3)C(=O)N2c2ccc(C)cc2)c(OC)c1 (stereo not drawn)	66.2	·
COC(=O)c1cccc(NC(=O)CCCOc2ccccc2)c1	·	9.9
COc1cc(/C=C2\C(=O)NC(=O)N(c3ccc(F)cc3)C2=O)ccc1OCc1cccc(F)c1	·	-5.3
COc1cc(C=C2C(=O)c3ccccc3C2=O)ccc1Oc1ccc([N+](=O)[O-])cn1	·	4.3
COc1ccc(OC)c(S(=O)(=O)Nc2ccccc2C(=O)O)c1	141.3	8.3
New compounds follow:
SMILES	BAP1 block	HePTP inh
O=C(c1ccc(C(=O)N2CCN(c3cccc(Cl)c3)CC2)cc1)N1CCN(c2cccc(Cl)c2)CC1	80.8	·
O=C(NC(Cc1c[nH]c2ccccc12)C(=O)O)/C(=C/c1ccccc1)NC(=O)c1ccccc1 (stereo not drawn)	·	-0.7
Cc1cccn2c(=O)c(/C=C3\SC(=S)N(CC4CCCO4)C3=O)c(NCCCn3ccnc3)nc12 (stereo not drawn)	·	-13.6
CCCn1nnnc1SCC(=O)NCc1ccc2c(c1)OCO2	50.5	8.0
CCC1c2ccc(C)n2CCN1C(=O)Nc1cc(Cl)ccc1OC (stereo not drawn)	78.9	3.6
Cc1ccc(C(=O)Nc2cc(C34CC5CC(CC(C5)C3)C4)ccc2C)cc1	74.8	·
COC(=O)c1ccc(OCC(O)CN2C(=O)c3ccccc3C2=O)cc1 (stereo not drawn)	·	6.6
Cc1nnc(SCC(=O)N(C(C)C)C(C)C)nc1C	100.1	4.4
Cc1nnc(NC(=O)CSc2cn(CCNC(=O)c3ccccc3)c3ccccc23)s1	97.5	2.2
Cc1ccccc1OCc1nc(-c2ccccn2)no1	·	-0.5
CC1(C)CC(=O)C(C(O)c2cccc([N+](=O)[O-])c2)C(C)(C)N1 (stereo not drawn)	·	-4.6
Cc1ccccc1Cn1c(SCc2ccc(Cl)cc2)nc2c1c(=O)n(C)c(=O)n2C	282.8	·
COc1cccc(NC(=O)CSc2nnc(CNC(=O)c3ccccc3)n2C)c1	96.8	-7.5
COCCn1c(C)cc(C(=O)CSc2ncn[nH]2)c1C	108.0	5.1
CC(C)(C)Sc1ccc(N)nc1	109.2	6.7
COc1ccc(N/C(N)=N/c2nc(C(F)(F)F)cc(=O)[nH]2)cc1	·	-7.6
Cc1ccc(-n2cccc2C(=S)N=P(N(C)C)(N(C)C)N(C)C)cc1	90.0	10.1
CCOC(=O)N1CCN(c2cc(C)c(C(C)=O)cc2F)CC1	98.1	10.1&8.4
CSc1ccc(C2Nc3ccccc3NC3=C2C(=O)CC(c2ccc4c(c2)OCO4)C3)cc1 (stereo not drawn)	·	-7.1
COc1cc2c(C(=O)NCCCN3CCN(c4cccc(Cl)c4)CC3)cn(C)c(=O)c2cc1OC	·	16.0
COC(=O)C1=C(C(=O)OC)SC(=C2C(=S)C(C)(C)N(C(=O)c3cccnc3)c3ccc(C)cc32)S1	139.9	·
O=C1CC(Cc2ccc(Br)cc2)C(=O)N1c1ccccc1 (stereo not drawn)	·	4.6
O=C1/C(=C/Nc2ccc3c(c2)OCO3)CCc2ccccc21	69.1	2.7
CCOc1ccccc1NC(=O)c1c(NC(=O)c2ccc(C)cc2)sc2c1CCC2	·	-7.7
O=C1c2ccccc2-c2onc3ccc(NCCCn4ccnc4)c1c23	117.0	?
COc1ccc(NC(=O)CCCC(=O)OCC(F)(F)C(F)F)cc1	92.7	9.4
C=CCN1C(=O)/C(=C\c2ccc(O)c([N+](=O)[O-])c2)C(=O)NC1=S	·	-0.6
CCOc1ccc2nc(N3CCC(C(=O)Nc4nnc(CC)s4)CC3)sc2c1	75.0	-6.3
COc1ccc(NC(=O)c2cc(-c3ccc(OC)cc3)nc3ccccc23)cc1	·	-3.2
COc1ccc(COC(=O)C2=C(C)NC3=C(C(=O)CC(C)(C)C3)C2c2cc([N+](=O)[O-])ccc2Cl)cc1 (stereo not drawn)	·	-3.4

Molecules from the list above that contain a COOH group, in the order listed:
SMILES	BAP1 block	HePTP inh
NC(C(=O)O)C(O)c1cccc([N+](=O)[O-])c1 (stereo not drawn)	67.4	·
CC1(C)C2CCC1(C)C(OC(=O)CC(=O)O)C2 (stereo not drawn)	64.8	5.6
COc1ccc(CNc2ccc(C(=O)O)cc2)cc1	94.9	-5.5
COc1ccc(OC)c(S(=O)(=O)Nc2ccccc2C(=O)O)c1	141.3	8.3
O=C(NC(Cc1c[nH]c2ccccc12)C(=O)O)/C(=C/c1ccccc1)NC(=O)c1ccccc1 (stereo not drawn)	·	-0.7

Other structures follow:
SMILES	BAP1 block	HePTP inh
Cc1cc(C)c2oc(-c3ccc(NC(=O)/C=C/c4cccc([N+](=O)[O-])c4)cc3)nc2c1	·	4.3
COc1ccccc1-c1c(C(F)(F)F)oc2cc(OC(=O)c3ccc(Cl)cc3)ccc2c1=O	·	6.2
CCc1cc2c(=O)c(-c3cscn3)coc2cc1OC	80.8&139.6	5.9
Cc1occc1C(=O)NNC(=O)c1ccc(Cl)cc1	·	-7.2
CCOc1cc(C(=O)CSc2nnc(CNc3ccc(Cl)cc3)o2)ccc1NC(=O)CC	61.1	0.3
Cc1cc(C(=O)COC(=O)c2csc3c2CCCC3)c(C)n1C	89.2	-2.7
O=C(CC1SC(=Nc2ccccc2)N(c2ccccc2)C1=O)Nc1ccccc1C(F)(F)F (stereo not drawn)	·	6.5
CS(=O)(=O)N1CCN(S(C)(=O)=O)C(OCc2ccccc2)C1OCc1ccccc1 (stereo not drawn)	·	4.1
Cc1nn(Cc2ccccc2)c(C)c1NC(=O)c1cc2nc(-c3ccco3)cc(C(F)(F)F)n2n1	63.3	4.8
Cc1cccc(NC(=O)c2c(NC(=O)C(C)(C)C)sc3c2CCC3)c1	·	4.5
N#Cc1cc2c(nc1SCC(=O)Nc1ccc(S(N)(=O)=O)cc1)CCC2	·	-5.0

Screening results: PubChem, several laboratories
